Source: PubChem
TcdB inh: inhibitors of Clostridioides difficile toxin B glycohydrolase | P18177 | TcdB glycohydrolase enzymatic assay, plate reader | inhibition, % at 9.99 µM | 350,000 compounds, 0.24% hits | AID 652162; in the data active = inhibition above about 10%
* hit, by the source's call.

SMILES	TcdB inh
CO[C@@H]1CN(C)C(=O)c2ccc(NC(=O)C3CCOCC3)cc2OC[C@H](C)N(Cc2cccnc2)C[C@H]1C	0.7
COc1ccc(CN(C)C[C@@H]2OCCCC[C@H](C)Oc3ccc(NS(=O)(=O)c4ccc(C)cc4)cc3C(=O)N([C@H](C)CO)C[C@@H]2C)cc1	0.9
O=C(C1CCOCC1)N1CC(=O)N2[C@H](C1)[C@H](c1ccc(-c3cccnc3)cc1)[C@@H]2CO	0.3
CC(C)NC(=O)N(C)C[C@H]1Oc2c(NC(=O)NC3CCCCC3)cccc2C(=O)N([C@@H](C)CO)C[C@@H]1C	1.6
C[C@H](NC(=O)C[C@@H]1CC[C@@H]2[C@H](COC[C@@H](O)CN2Cc2cc(F)ccc2F)O1)c1ccccc1	0.2
C[C@@H]1CCCCO[C@H](CN(C)S(=O)(=O)c2cccs2)[C@H](C)CN([C@@H](C)CO)C(=O)c2cc(NC(=O)Nc3ccc(C(F)(F)F)cc3)ccc2O1	0.3
O=C(C[C@H]1CC[C@@H](NS(=O)(=O)c2ccc(F)cc2)[C@H](CO)O1)NCc1ccc(Cl)c(Cl)c1	1.9
C[C@H]1CN([C@@H](C)CO)C(=O)Cc2cc(NC(=O)Nc3ccc4c(c3)OCO4)ccc2O[C@@H]1CN(C)C	-10.4
C[C@@H]1CN([C@H](C)CO)C(=O)c2cccc(NC(=O)C3CC3)c2O[C@@H]1CN(C)C(=O)Nc1ccc(C(F)(F)F)cc1	7.8
O=C(NCc1ccccc1Cl)[C@@H]1[C@@H](CO)[C@@H]2Cn3c(cccc3=O)[C@@H]2N1C(=O)C1CCCC1	-19.3
O=C(O)C[C@H]1C[C@@H]2c3cc(NS(=O)(=O)c4ccccc4)ccc3O[C@@H]2[C@@H](CO)O1	0.3
CNC[C@@H]1Oc2cc(-c3ccc(C)cc3)ccc2S(=O)(=O)N([C@@H](C)CO)C[C@H]1C	-0.5
CC(C)NC(=O)Nc1ccc2c(c1)C(=O)N([C@H](C)CO)C[C@H](C)[C@H](CN(C)S(=O)(=O)c1ccc(Cl)cc1)O2	-0.2
CN(C)CC(=O)Nc1ccc2c(c1)[C@@H]1C[C@H](CC(=O)NCc3ccncc3)O[C@H](CO)[C@@H]1O2	-1.2
C/C=C/c1cnc2c(c1)C(=O)N([C@H](C)CO)C[C@H](C)[C@H](CN(C)C(=O)c1cnccn1)O2	-0.4
C[C@H](CO)N1C[C@H](C)[C@H](CN(C)Cc2ccc3c(c2)OCO3)Oc2ccc(NC(=O)Nc3cccc4ccccc34)cc2C1=O	1.4
COc1ccc(-c2ccc([C@H]3[C@H](CO)N[C@@H]3C#N)cc2)cc1	0.0
CCC(=O)NC[C@H]1[C@H](c2ccccc2)[C@@H](CO)N1C(=O)C1CCC1	-5.4
C[C@@H]1CN([C@H](C)CO)C(=O)c2ccccc2-c2ccccc2CO[C@H]1CN(C)C(=O)[C@@H]1CCCN1C	-0.6
CO[C@H]1CN(C)C(=O)c2cc(NC(=O)CC(F)(F)F)ccc2OC[C@H](C)N(S(=O)(=O)c2cn(C)cn2)C[C@H]1C	-0.9
Cc1noc(C)c1S(=O)(=O)Nc1ccc2c(c1)C(=O)N([C@H](C)CO)C[C@H](C)[C@H](CN(C)Cc1ccc(C(F)(F)F)cc1)OCCCC[C@@H](C)O2	-0.9
CC(=O)N(C)C[C@@H]1Oc2cc(-c3ccccc3)ccc2S(=O)(=O)N([C@H](C)CO)C[C@@H]1C	2.3
COc1ccc(S(=O)(=O)N(C)C[C@H]2OCCCC[C@H](C)Oc3ccc(NS(=O)(=O)c4cn(C)cn4)cc3C(=O)N([C@@H](C)CO)C[C@H]2C)cc1	0.1
C/C=C/c1cnc2c(c1)C(=O)N([C@@H](C)CO)C[C@@H](C)[C@H](CN(C)S(=O)(=O)c1cccs1)O2	0.4
CC(=O)N1CCCCN2[C@H](C1)[C@H](c1ccc(-c3ccc(C)cc3)cc1)[C@@H]2CO	1.0
CC(C)CC#Cc1ccc2c(c1)O[C@@H](CN(C)C(=O)C1CCC1)[C@H](C)CN([C@H](C)CO)S2(=O)=O	3.4
Cc1ccc(S(=O)(=O)N(C)C[C@@H]2OCCCC[C@H](C)Oc3ccc(NC(=O)c4ccncc4)cc3C(=O)N([C@H](C)CO)C[C@H]2C)cc1	1.4
Cc1ccccc1S(=O)(=O)NCC[C@H]1CC[C@@H](NC(=O)C2CC2)[C@@H](CO)O1	-0.7
CN1C(=O)c2cc(NC(=O)Cc3cccs3)ccc2OC[C@@H]2O[C@@H](CC(=O)NCC3CC3)CC[C@@H]21	0.7
CCCC(=O)N1CC2(CCN(S(=O)(=O)CC)CC2)c2c(n(C)c3cc(OC)ccc23)[C@@H]1CO	-0.1
CCC(=O)N1C[C@@H](C)[C@@H](OC)CN(C)C(=O)c2cc(NS(C)(=O)=O)ccc2OC[C@@H]1C	-0.7
Cc1cccc(S(=O)(=O)N2CC[C@@H]3[C@H](CO)Nc4ccc(C#Cc5ccccc5F)cc4[C@@H]32)c1	-1.5
O=C(Nc1ccccc1)NC1(c2cn(CC(=O)N3CCN(c4ccccc4)CC3)nn2)CCCCC1	5.6
C[C@@H]1CCCCO[C@H](CN(C)C(=O)C2CCCCC2)[C@@H](C)CN([C@H](C)CO)C(=O)c2cc(NC(=O)Nc3ccccc3)ccc2O1	-1.0
CC(C)CC#Cc1ccc([C@H]2[C@@H](CO)N3CCCCN(S(=O)(=O)c4ccc(F)cc4)C[C@H]23)cc1	-2.1
C[C@@H]1CN([C@H](C)CO)C(=O)Cc2cc(NS(=O)(=O)c3cn(C)cn3)ccc2O[C@H]1CN(C)Cc1ccc(Oc2ccccc2)cc1	-0.3
C[C@H](CO)N1C[C@H](C)[C@H](CN(C)Cc2ccc(Oc3ccccc3)cc2)Oc2ccc(NS(=O)(=O)c3ccc(F)cc3)cc2C1=O	-0.2
O=S(=O)(N[C@@H]1CCCN(Cc2ccc(OCCO)cc2)C1)c1ccc(-c2ccccc2)cc1	1.2
C[C@@H]1CCCCO[C@@H](CN(C)S(=O)(=O)c2cn(C)cn2)[C@@H](C)CN([C@@H](C)CO)C(=O)c2cc(NS(C)(=O)=O)ccc2O1	-1.2
C[C@@H]1CCCCO[C@H](CN(C)S(C)(=O)=O)[C@H](C)CN([C@@H](C)CO)C(=O)c2cc(NS(=O)(=O)c3ccc(Cl)cc3)ccc2O1	-1.6
COc1cccc(C(=O)Nc2ccc3c(c2)C(=O)N(C)[C@@H]2CC[C@H](CC(=O)NCCCN4CCOCC4)O[C@H]2CO3)c1	3.9
COc1ccccc1C#Cc1ccc([C@H]2[C@H](CO)N3CCCCN(C(=O)C4CCC4)C[C@@H]23)cc1	-2.0
CN(C)CC#Cc1ccc([C@@H]2[C@H](CO)N3C(=O)CN(C(=O)c4cccc(F)c4)C[C@@H]23)cc1	-1.7
C[C@H](CO)N1C[C@H](C)[C@H](CN(C)S(=O)(=O)c2ccc(F)cc2)Oc2ccc(NC(=O)CCCCCC(=O)Nc3ccccc3N)cc2CC1=O	-0.7
Cc1ccccc1S(=O)(=O)N1C[C@H](O)COC[C@H]2O[C@@H](CC(=O)NCCc3ccccc3)CC[C@@H]21	0.2
COc1cccc(C#Cc2cnc3c(c2)C(=O)N([C@@H](C)CO)C[C@H](C)[C@@H](CN(C)C)O3)c1	0.4
COc1cccc(CN2C[C@@H](C)[C@H](OC)CN(C)C(=O)c3cc(NS(=O)(=O)c4cn(C)cn4)ccc3OC[C@H]2C)c1	0.4
COc1ccc2c3c([nH]c2c1)[C@@H](CO)N(C(C)=O)CC31CN(Cc2cc(-c3ccccc3)on2)C1	2.5
C[C@@H]1CN([C@H](C)CO)C(=O)c2cc(C#CC3(O)CCCC3)cnc2O[C@@H]1CN(C)S(=O)(=O)c1ccc(F)cc1	1.8
Cc1noc(C)c1S(=O)(=O)Nc1ccc2c(c1)C(=O)N([C@H](C)CO)C[C@@H](C)[C@@H](CN(C)C(=O)CCC(F)(F)F)OCCCC[C@H](C)O2	-4.2

Later entries:
SMILES	TcdB inh
C[C@@H]1CN([C@@H](C)CO)C(=O)c2cc(NC(=O)C3CCCCC3)ccc2O[C@H]1CN(C)Cc1ccc(C(=O)O)cc1	-1.2
CC(C)NC(=O)Nc1ccc2c(c1)C(=O)N([C@@H](C)CO)C[C@H](C)[C@@H](CN(C)Cc1ccc(C(=O)O)cc1)OCCCC[C@@H](C)O2	-0.2
N#C[C@@H]1[C@H](c2ccccc2)[C@@H](CO)N1C(=O)c1ccc2c(c1)OCO2	0.1
O=C(O)[C@@H]1[C@@H](CO)[C@@H]2Cn3c(ccc(C4=CCCCC4)c3=O)[C@@H]2N1Cc1ccccc1F	-5.9
Cc1ccc(S(=O)(=O)N(C)C[C@H]2Oc3ccc(NC(=O)NC4CCCCC4)cc3CC(=O)N([C@H](C)CO)C[C@H]2C)cc1	-1.5
C[C@H]1CN([C@@H](C)CO)C(=O)Cc2cc(NC(=O)Nc3ccccc3)ccc2O[C@@H]1CN(C)Cc1ccc(C(F)(F)F)cc1	1.8
C[C@@H]1CN([C@@H](C)CO)C(=O)c2cc(C#CC3CCCCC3)cnc2O[C@@H]1CN(C)C(=O)C1CCCCC1	0.7
Cc1noc(C)c1NC(=O)N(C)C[C@H]1OCCCC[C@H](C)Oc2ccc(NS(=O)(=O)c3cccs3)cc2C(=O)N([C@H](C)CO)C[C@@H]1C	0.9
COc1ccc(C#Cc2ccc([C@H]3[C@H]4CN(C(=O)Nc5ccccc5)CCCCN4[C@H]3CO)cc2)cc1	-11.4
CCCNC(=O)C[C@H]1CC[C@H]2[C@@H](COc3ccc(NC(=O)NC(C)C)cc3C(=O)N2C)O1	-0.2
C[C@H](CO)N1C[C@H](C)[C@H](CN(C)Cc2cccc(F)c2)Oc2ncc(C3=CCCCC3)cc2C1=O	-0.7
CC(C)NC(=O)N(C)C[C@@H]1Oc2ccc(NC(=O)Nc3ccc(C(F)(F)F)cc3)cc2C(=O)N([C@H](C)CO)C[C@H]1C	1.3
C[C@H](CO)N1C[C@H](C)[C@@H](CN(C)C(=O)Nc2ccc(F)cc2)Oc2ccc(NC(=O)CCC(F)(F)F)cc2CC1=O	0.3
N#C[C@H]1N[C@H](CO)[C@H]1c1ccc(C#CC2CCCCC2)cc1	0.0
O=C(c1ccccn1)N1C[C@@H]2[C@H](c3ccccc31)[C@@H](CO)N2C(=O)Nc1ccccc1F	-0.1
CCCC(=O)Nc1ccc2c(c1)C(=O)N(C)C[C@@H](OC)[C@@H](C)CN(C(=O)c1cnccn1)[C@H](C)CO2	-0.7
CC(C)c1cccc(NC(=O)C[C@H]2CC[C@H]3[C@@H](COc4ccc(NC(=O)c5cnccn5)cc4C(=O)N3C)O2)c1	0.4
COc1ccc(S(=O)(=O)Nc2cccc3c2O[C@@H](CN(C)Cc2ccncc2)[C@H](C)CN([C@H](C)CO)C3=O)cc1	0.6
COc1ccc2c3c([nH]c2c1)[C@H](CO)N(C(=O)NC(C)C)CC31CCN(C(=O)NC(C)C)CC1	-0.5
C[C@H](CO)N1C[C@H](C)[C@@H](CN(C)C(=O)NC2CCCC2)Oc2ncc(Br)cc2C1=O	1.5
CCC(=O)N1CC2(CCN(C(=O)Nc3ccccc3F)CC2)c2c([nH]c3cc(OC)ccc23)[C@H]1CO	-0.2
OC[C@@H]1[C@H](c2ccc(-c3cccnc3)cc2)[C@H]2CN(CC3CCOCC3)CCCCN12	-0.4
C[C@H](CO)N1C[C@H](C)[C@@H](CN(C)C(=O)Cc2ccccc2)OCCCC[C@H](C)Oc2ccc(NS(=O)(=O)c3ccc(Cl)cc3)cc2C1=O	-1.9
COc1ccc(NC(=O)N2CCCCN3[C@@H](CO)[C@H](c4ccc(C5=CCCC5)cc4)[C@@H]3C2)cc1	-8.5
C[C@@H]1CN([C@H](C)CO)C(=O)c2cccc(NC(=O)Nc3ccccc3)c2O[C@@H]1CN(C)S(=O)(=O)c1cn(C)cn1	0.1
Cc1ccc(S(=O)(=O)N(C)C[C@H]2OCCCC[C@@H](C)Oc3ccc(NS(=O)(=O)c4cn(C)cn4)cc3C(=O)N([C@@H](C)CO)C[C@@H]2C)cc1	1.0
COc1ccccc1C#Cc1ccc2c(c1)O[C@H](CN(C)Cc1cccnc1)[C@H](C)CN([C@@H](C)CO)S2(=O)=O	-1.4
Cc1noc(C)c1NC(=O)N(C)C[C@@H]1Oc2ccc(NS(=O)(=O)c3ccc(Cl)cc3)cc2C(=O)N([C@H](C)CO)C[C@@H]1C	0.5
COc1ccc(S(=O)(=O)Nc2ccc3c(c2)C(=O)N([C@@H](C)CO)C[C@H](C)[C@@H](CN(C)C(=O)Nc2ccc4c(c2)OCO4)OCCCC[C@H](C)O3)cc1	-0.3

Not all compounds are listed; count on the stated rates, not on these rows.
